Menin-MLL TR inh = displaces Texas Red mutant MLL peptide from human menin; Menin + Texas Red MLL mutant peptide, fluorescence polarization; Potency, µM (doses to about 61.6 µM), for the others: top-dose FP activity change, negative = inhibition, hits mostly inhibitors; hit rate 0.23% among 270,000; AID 1768; active = well fitted inhibition curve with a large enough effect in the polarisation, with a control signal flat, not every such curve was filed as active; inconclusive = small, poorly fitted or top-dose-only effect, or effect the other way, or a change in a side signal; inactive = no such curve, though single readings can be large or run the other way; the % refers to the polarisation; note: potency is the fitted concentration of half-maximal effect; % of control where 0% means no effect; many of its hits are not listed in these tables
PKM2 activator = activators of human pyruvate kinase M2; P14618; purified PKM2, Kinase-Glo ATP luminescence, activation; response scale: 0% is enzyme alone, no compound; Potency, µM (top dose mostly 57.5 µM), inactives show at the highest dose activation, usual class: activators; hit rate 0.34% among 260,000; note: potency is the fitted concentration of half-maximal effect; % is set by controls: 0 for no effect and ±100 for the full control effect; nearly all actives have a fitted effect of over 55% in size
Target sequence (P14618 whole entry, looked up): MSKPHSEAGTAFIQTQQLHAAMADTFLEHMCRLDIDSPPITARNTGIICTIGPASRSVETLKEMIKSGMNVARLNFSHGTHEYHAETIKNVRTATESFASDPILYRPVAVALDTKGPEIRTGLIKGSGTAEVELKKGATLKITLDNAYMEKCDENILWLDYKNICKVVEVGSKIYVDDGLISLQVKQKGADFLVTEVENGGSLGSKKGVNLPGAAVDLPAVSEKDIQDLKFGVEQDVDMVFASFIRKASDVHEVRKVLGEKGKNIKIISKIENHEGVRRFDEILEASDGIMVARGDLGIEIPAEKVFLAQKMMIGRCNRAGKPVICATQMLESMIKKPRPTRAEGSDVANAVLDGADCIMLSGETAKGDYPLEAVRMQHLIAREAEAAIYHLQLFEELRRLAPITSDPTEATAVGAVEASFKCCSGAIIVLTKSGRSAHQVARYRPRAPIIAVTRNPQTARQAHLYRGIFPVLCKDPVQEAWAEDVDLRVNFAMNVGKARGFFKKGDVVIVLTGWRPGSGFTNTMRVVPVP
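ATP formation by purified human PK-M2, quantified via coupled luciferase luminescence after 1 h at room temperature with 0.1 mM ADP and 0.5 mM PEP final.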
Rab9 prom act = activators of Rab9 promoter; Huh7 Rab9 promoter-luciferase reporter, luminescence, 24 h; Potency, µM (top dose mostly 9.22 µM), for the others: at the highest dose activation, negative = inhibition, usual class: activators; hit rate 2.8% among 320,000; note: potency is the fitted concentration of half-maximal effect; % of control where 0% means no effect; nearly all actives have a fitted effect of over 60% in size
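Steps: seed 1500 Huh7 Rab9-luc cells per well, rest 2 h at 37 °C; add compound in DMSO; incubate 24 h; add luciferase reagent, 10 min ambient; read luminescence.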
ELG1 genotoxic = genotoxicity induction in ELG1-luciferase HEK293T cells; AID 504466; HEK293T ELG1-luciferase reporter, luminescence, 16 h; Potency, µM (top dose mostly 46 µM), inactives show top-dose activity change, positive = activation, hits mostly activators; hit rate 1.3% among 330,000; note: potency is the fitted concentration of half-maximal effect; % of control where 0% means no effect; nearly all actives have a fitted effect of over 60% in size
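Reporter readout depends on ELG1 protein level, which increases with genetic stress. After 16 hr compound exposure at 37 °C, luciferase activity was quantified using ONE-Glo.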
p53 reactivator = restores transcriptional activity of mutant p53; Potency, µM (titrated, usually from 92.2 µM), without a hit: top-dose activity change, positive = activation, hits mostly activators; H1299 p53-A138V BP100-luciferase reporter, luminescence, 24 h; hit rate 0.063% among 320,000; AID 504706; note: potency is the fitted concentration of half-maximal effect; % of control where 0% means no effect; nearly all actives have a fitted effect of over 45% in size
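p53-null H1299 cells stably carrying temperature-sensitive p53-A138V and a BP100-luciferase reporter were pinned with compounds (4-point, 1:5 series) and held 24 hrs at 37 deg C. Luminescence was read 10 min after detection reagent.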
BRCA1 expr up = activators of BRCA1 expression; MCF7-BRCA1-FFLuc reporter, luminescence, 48 h; response scale: scaled: vehicle 0%, 10 µM genistein 100%; Potency, µM (series often up to 46.1 µM), for inactives: at the top dose activation, actives largely listed as activators; hit rate 1.1% among 380,000; AID 624202; note: potency is the fitted concentration of half-maximal effect; nearly all actives have a fitted effect of over 80% in size; some results filed as inactive show a strong effect at the top dose
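Cells: MCF7-BRCA1-FFLuc, 2000/well. Exposure: 48 h, 37 °C, 5% CO2. Read: luminescence, 15 min post-substrate. Controls: genistein 10 microM (maximal activation), DMSO (neutral).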
RORg inh = blocks mouse ROR gamma transcriptional activity; P51450; Drosophila S2 Gal4-RORgamma UAS-luciferase reporter, 20 h; Potency, µM (top dose mostly 53.6 µM), inactives show at the highest dose activity change, negative = inhibition, most hits filed as inhibitors; hit rate 5.4% among 310,000; note: potency is the fitted concentration of half-maximal effect; % is set by controls: 0 for no effect and ±100 for the full control effect; nearly all actives have a fitted effect of over 60% in size
Target sequence (P51450 whole entry, looked up, the tested form may be a part): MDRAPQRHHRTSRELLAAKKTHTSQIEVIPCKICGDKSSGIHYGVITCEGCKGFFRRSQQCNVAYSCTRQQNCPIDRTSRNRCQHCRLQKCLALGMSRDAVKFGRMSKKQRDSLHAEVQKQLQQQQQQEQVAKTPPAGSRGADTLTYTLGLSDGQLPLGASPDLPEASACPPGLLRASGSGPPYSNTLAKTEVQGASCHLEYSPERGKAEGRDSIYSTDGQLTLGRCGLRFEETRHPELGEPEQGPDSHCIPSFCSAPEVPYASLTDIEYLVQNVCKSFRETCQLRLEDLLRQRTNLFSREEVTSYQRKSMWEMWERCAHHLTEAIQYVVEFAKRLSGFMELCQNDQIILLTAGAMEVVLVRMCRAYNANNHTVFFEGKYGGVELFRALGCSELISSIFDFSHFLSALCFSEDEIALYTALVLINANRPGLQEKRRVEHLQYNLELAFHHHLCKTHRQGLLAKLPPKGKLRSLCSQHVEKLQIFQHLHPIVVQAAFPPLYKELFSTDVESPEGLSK
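Drosophila S2 cells stably expressing Gal4-DBD/mouse RORγ fusion under metallothionein promoter plus UAS-luciferase; compound 1 h, then 700 uM CuSO4 induction for 20 h at ambient temperature; inhibition read as reduced luminescence.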
Giardia kill = kills Giardia lamblia; Giardia lamblia trophozoite viability; hit rate 0.15% among 340,000; AID 540267; activity change, % at 7.66 µM, hits read low; in the data active = activity change below about -80%; inconclusive = between about -30% and that limit;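 note: parasites exposed to compound for two days anaerobically before the ATP read; % is set by controls: 0 for no effect and ±100 for the full control effect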
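Anaerobic 48 hrs incubation at 37 deg C of 100 trophozoites/well with test compounds; ATPLite 1-Step luminescence, 15-30 min RT, reports cellular ATP as viability.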
FLuc modulator = counter-screen for miR-21 project: firefly luciferase inhibitors or activators; P08659; purified FLuc, Km substrates, luminescence inhibition; Potency, µM (series often up to 57.5 µM), inactives show top-dose activity change, negative = inhibition, actives largely listed as inhibitors; hit rate 6.9% among 360,000;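 note: potency is the fitted concentration of half-maximal effect; plate controls were vehicle for no effect and reference inhibitor for full effect; nearly all actives have a fitted effect of over 55% in size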
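Purified P. pyralis luciferase (10nM final) with 10uM D-luciferin and 10uM ATP (Km levels) in 50mM Tris acetate pH 7.5, 10mM Mg acetate, 0.01% Tween-20, 0.05% BSA; qHTS 6-point titration, ~60 µM downward; luminescence read.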
VP16 counter = Gal4-VP16 reporter inhibition counter-screen | Drosophila S2 Gal4-VP16 UAS-luciferase, luminescence, 20 h | Potency, µM (highest dose often 53.6 µM), for the others: at the highest dose activity, negative = inhibition, actives largely listed as inhibitors | hit rate 3.5% among 310,000;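 note: Gal4-VP16 expression switched on by copper sulfate through the metallothionein promoter; potency is the fitted concentration of half-maximal effect; % is set by controls: 0 for no effect and ±100 for the full control effect; nearly all actives have a fitted effect of over 50% in size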
NPC1 prom act = activates the NPC1 promoter; Huh7 NPC1 promoter luciferase reporter, 24 h; hit rate 2.4% among 320,000; Potency, µM (titrated, usually from 9.22 µM), for the others: at the highest dose activation, most hits filed as activators;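 note: potency is the fitted concentration of half-maximal effect; % of control where 0% means no effect; nearly all actives have a fitted effect of over 60% in size; reporter is driven by a mutant NPC1 promoter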
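Cells: Huh7 expressing luciferase under the NPC1 promoter, 1500/well. Seeded 2 h, compound added, incubated 24 h at 37 °C. Luciferase reagent, 10 min ambient, then luminescence.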
The depositor's hits bear a star; [ ] = another dose, or the depositor's remark. Unless noted, calls come from the whole dose curve; as a rule, active = well fitted curve in the direction sought with a large enough effect; inconclusive = small, poorly fitted or top-dose-only effect, or another doubt; inactive = no such curve, though single readings can be large; an effect the other way counts as inactive or inconclusive. Some of the compounds tested (hit frequency here may not be typical).

What do the screens show for `Cc1nc(N2CCN(Cc3nc4ccccc4[nH]3)CC2)c2oc3ccccc3c2n1`?
Menin-MLL TR inh: 1%; PKM2 activator: 0%; Rab9 prom act: 5%; ELG1 genotoxic: -12%; p53 reactivator: -5%; BRCA1 expr up: -43%; RORg inh: 17%; Giardia kill: 8; FLuc modulator: 0%; VP16 counter: -10%; NPC1 prom act: -3%

How did CC1(C)CC(N2CCN(CCO)CC2)=CC(=S)N1 do in these assays?
Menin-MLL TR inh: 36%[activator]; PKM2 activator: -2%; Rab9 prom act: -8%; ELG1 genotoxic: -1%; p53 reactivator: 1%; BRCA1 expr up: -3%; RORg inh: 7%; Giardia kill: -1; FLuc modulator: 2%; VP16 counter: 3%; NPC1 prom act: 1%

How did COc1ccccc1CCNC(=O)c1nc(-c2cccs2)no1 do in these assays?
Menin-MLL TR inh: 12%; PKM2 activator: -31%; Rab9 prom act: inconclusive; ELG1 genotoxic: inconclusive; p53 reactivator: 3%; BRCA1 expr up: 4µM*; RORg inh: 12%; Giardia kill: -14; FLuc modulator: 17µM*; VP16 counter: -6%; NPC1 prom act: inconclusive

What do the screens show for `COc1ccc([N+](=O)[O-])cc1N(CC(=O)Nc1ccccc1C(=O)NC(C)C)S(C)(=O)=O`?
Menin-MLL TR inh: 9%; PKM2 activator: -7%; Rab9 prom act: 6%; ELG1 genotoxic: 11%; p53 reactivator: 2%; BRCA1 expr up: 1%; RORg inh: -10%; Giardia kill: 6; FLuc modulator: 1%; VP16 counter: inconclusive; NPC1 prom act: -4%

What do the screens show for `CCOC(=O)C1(CC2CC2)CCN(Cc2cn[nH]c2-c2ccccc2)CC1`?
Menin-MLL TR inh: -2%; PKM2 activator: -1%; Rab9 prom act: -4%; ELG1 genotoxic: -13%; p53 reactivator: 1%; BRCA1 expr up: -15%; RORg inh: 12%; Giardia kill: 11; FLuc modulator: 2%; VP16 counter: -5%; NPC1 prom act: 0%

How did CCOc1ccc(OCCn2nnc3ccccc3c2=O)cc1 do in these assays?
Menin-MLL TR inh: 11%; PKM2 activator: 2%; Rab9 prom act: 2.8µM*; ELG1 genotoxic: 18µM*; p53 reactivator: 15%; BRCA1 expr up: 1µM*; RORg inh: 12%; Giardia kill: 4; FLuc modulator: 13µM*; VP16 counter: -8%; NPC1 prom act: 3.5µM*

How did Cc1ccccc1NC(=S)NCCSc1ccc(Cl)cc1 do in these assays?
Menin-MLL TR inh: inconclusive; PKM2 activator: -10%; Rab9 prom act: -18%; ELG1 genotoxic: -11%; p53 reactivator: 3%; BRCA1 expr up: -21%; RORg inh: 2.2µM*; Giardia kill: -13; FLuc modulator: -5%; VP16 counter: inconclusive; NPC1 prom act: 1%

Results for CCc1ccc[n+](-c2[nH]c(=O)sc2/C=N/NC([S-])=Nc2ccccc2)c1 ?
Menin-MLL TR inh: -14%; PKM2 activator: -10%; Rab9 prom act: -2%; ELG1 genotoxic: 0%; p53 reactivator: 0%; BRCA1 expr up: -20%; RORg inh: inconclusive; Giardia kill: -3; FLuc modulator: 4%; VP16 counter: -1%; NPC1 prom act: 2%

What do the screens show for `CCCNC(=O)c1ccccc1NC(=O)Nc1ccccc1C`?
Menin-MLL TR inh: 1%; PKM2 activator: 3%; Rab9 prom act: -3%; ELG1 genotoxic: 3%; p53 reactivator: -11%; BRCA1 expr up: -4%; RORg inh: 12%; Giardia kill: 1; FLuc modulator: 2%; VP16 counter: 1%; NPC1 prom act: 3%

What do the screens show for `CCCc1ccc(OCc2ccc(C(=O)OC)o2)c(OC)c1`?
Menin-MLL TR inh: 0%; PKM2 activator: -1%; Rab9 prom act: 1.8µM*; ELG1 genotoxic: 10µM*; p53 reactivator: 22%; BRCA1 expr up: 12%; RORg inh: inconclusive; Giardia kill: 7; FLuc modulator: 15µM*; VP16 counter: -4%; NPC1 prom act: 1.4µM*

What do the screens show for `CCOc1ccccc1N1CCN(C(=O)c2ccc(NS(=O)(=O)c3ccc4[nH]c(=O)[nH]c4c3)cc2)CC1`?
Rab9 prom act: 0%; ELG1 genotoxic: 6%; p53 reactivator: 7%; BRCA1 expr up: 10%; Giardia kill: -15; FLuc modulator: 5%; NPC1 prom act: 2%

Results for CCn1cc([N+](=O)[O-])c(C(=O)N2N=C(c3cccc4ccccc34)CC2c2ccccc2O)n1 (stereo not drawn) ?
Menin-MLL TR inh: -22%; PKM2 activator: 19%; Rab9 prom act: -8%; ELG1 genotoxic: -7%; p53 reactivator: 2%; BRCA1 expr up: -86%; RORg inh: 0%; Giardia kill: -26; FLuc modulator: 2%; VP16 counter: inconclusive; NPC1 prom act: -3%

What do the screens show for `O=C1Nc2ccccc2C1(O)Cc1ccccn1` (stereo not drawn)?
PKM2 activator: 1%; Rab9 prom act: -4%; ELG1 genotoxic: 0%; p53 reactivator: 1%; BRCA1 expr up: 14%; RORg inh: -2%; Giardia kill: 3; FLuc modulator: -3%; VP16 counter: -5%; NPC1 prom act: 1%

Results for O=C(CSc1nnc2ccccn12)Nc1cccc(-c2nc3ccccc3s2)c1 ?
Menin-MLL TR inh: -6%; PKM2 activator: 0%; Rab9 prom act: inconclusive; ELG1 genotoxic: inconclusive; p53 reactivator: inconclusive; BRCA1 expr up: 5µM*; RORg inh: 0%; Giardia kill: -16; FLuc modulator: -19%; VP16 counter: -21%; NPC1 prom act: 3.5µM*

How did CCC(CC)c1nnc(NC(=O)CCCN2C(=O)c3ccccc3C2=O)s1 do in these assays?
PKM2 activator: 3%; Rab9 prom act: -3%; ELG1 genotoxic: -1%; p53 reactivator: -4%; BRCA1 expr up: -2%; RORg inh: 8%; Giardia kill: 0; FLuc modulator: 9%; VP16 counter: 13%; NPC1 prom act: -5%

How did O=C(COC(=O)COc1ccc2c(c1)CCC2)Nc1ccccc1 do in these assays?
Rab9 prom act: 14%; ELG1 genotoxic: 10%; p53 reactivator: 19%; BRCA1 expr up: 2%; Giardia kill: -11; FLuc modulator: inconclusive; NPC1 prom act: -2%

What do the screens show for `COC(=O)CCNC(=O)c1nn(Cc2ccccc2)c(=O)c2ccccc12`?
Menin-MLL TR inh: 3%; PKM2 activator: 4%; Rab9 prom act: 0%; ELG1 genotoxic: -5%; p53 reactivator: -3%; BRCA1 expr up: -8%; RORg inh: 15%; Giardia kill: 7; FLuc modulator: 5%; VP16 counter: 1%; NPC1 prom act: -6%

How did O=Cc1cnc(N2CCOCC2)nc1 do in these assays?
Menin-MLL TR inh: -6%; PKM2 activator: -16%; Rab9 prom act: 4%; ELG1 genotoxic: 0%; p53 reactivator: -3%; BRCA1 expr up: 0%; RORg inh: -19%; Giardia kill: -2; FLuc modulator: -2%; VP16 counter: -5%; NPC1 prom act: 0%

What do the screens show for `C(=N\Nc1nccc(-c2cccnc2)n1)/c1ccccc1`?
PKM2 activator: -21%; Rab9 prom act: 1.3µM*; ELG1 genotoxic: 12%; p53 reactivator: 10%; BRCA1 expr up: inconclusive; RORg inh: -20%; Giardia kill: 32[activator]; FLuc modulator: 4.8µM*; VP16 counter: -23%; NPC1 prom act: 1.8µM*

How did COc1ccc(CCN(Cc2ccccn2)C(=S)Nc2ccc(C)cc2)cc1OC do in these assays?
Menin-MLL TR inh: 12%; PKM2 activator: 2%; Rab9 prom act: -2%; ELG1 genotoxic: -6%; p53 reactivator: -4%; BRCA1 expr up: 1%; RORg inh: inconclusive; Giardia kill: -2; FLuc modulator: -2%; VP16 counter: -4%; NPC1 prom act: -6%

What do the screens show for `CC1=C(C(=O)Nc2ccc(C)cc2)C(c2cccs2)NC(=S)N1` (stereo not drawn)?
Menin-MLL TR inh: 0%; PKM2 activator: -2%; Rab9 prom act: 1%; ELG1 genotoxic: 3%; p53 reactivator: 18%; BRCA1 expr up: -3%; RORg inh: 24%; Giardia kill: 5; FLuc modulator: inconclusive; VP16 counter: inconclusive; NPC1 prom act: 0%

What do the screens show for `CCCCCCCCn1c2c(c(=N)c3c1CCC3)CCCC2`?
Menin-MLL TR inh: inconclusive; PKM2 activator: 4%; Rab9 prom act: -62%[inhibitor]; ELG1 genotoxic: -7%; p53 reactivator: -10%; BRCA1 expr up: -91%[inhibitor]; RORg inh: 0.71µM*; Giardia kill: -6; FLuc modulator: 2%; VP16 counter: 2.5µM*; NPC1 prom act: -36%[inhibitor]

Results for C=CCc1cc(/C=C/c2nc(O)c([N+](=O)[O-])c(=O)[nH]2)cc(OC)c1O ?
Menin-MLL TR inh: inconclusive; PKM2 activator: -13%; Rab9 prom act: -3%; ELG1 genotoxic: -1%; p53 reactivator: -5%; BRCA1 expr up: 20%; RORg inh: 15%; Giardia kill: 6; FLuc modulator: 17µM*; VP16 counter: 6%; NPC1 prom act: -2%

How did O=C(O)CNC(=S)NCc1ccccc1 do in these assays?
Menin-MLL TR inh: -10%; PKM2 activator: 3%; Rab9 prom act: 1%; ELG1 genotoxic: 1%; p53 reactivator: 18%; BRCA1 expr up: 28%; RORg inh: -25%; Giardia kill: 6; FLuc modulator: -6%; VP16 counter: -16%; NPC1 prom act: -8%

Source: PubChem (National Center for Advancing Translational Sciences (NCATS))
